# TCR activator – activators of T cell receptors | primary human leukocytes, anti-CD3, IL-2 HTRF, 48 h | Potency, µM (titrated, usually from 9.22 µM), for the others: at the highest dose activation of IL-2 secretion, actives largely listed as activators | 330,000 tested, under 10 active; further: % of control where 0% means no effect
#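 Primary human leukocytes incubated 48 hr with anti-CD3 beads plus compound, without co-stimulation. Secreted IL-2 measured by HTRF (europium cryptate/d2 anti-IL-2 pair, 320 nm excitation, 665 nm emission).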
# TRPV1 ag – human TRPV1 agonism. Q8NER1. TRPV1-expressing cells, Fluo-8 calcium influx, agonist mode. activation, % at 8.33 µM. 0.19% of 320,000 active. AID 540275; in the data active means activation above about 80%; inconclusive means between about 30% and that limit; further: 0% is about no effect
#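 Fluo-8 calcium influx in TRPV1-expressing cells, kinetic read (ex 480/em 520 nm). Compound added and read 3 min for agonist activity, followed by capsaicin at EC20 final and 2 min further read for enhancement.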
# B2AR arrestin – recruits beta-arrestin to the human beta2-adrenergic receptor. Potency, µM (series often up to 46.1 µM), without a hit: at the highest dose activation, actives largely listed as activators. beta-arrestin recruitment to beta2AR, cell-based reporter. AID 492947. 0.02% of 330,000 active. P07550;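 further: potency means the concentration at half of the fitted maximal effect; 0% = DMSO controls and full agonism = EC100 isoproterenol or metaproterenol; nearly all actives have a fitted effect of over 65% in size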
# p53 reactivation – mutant p53 re-activation in reporter cells. H1299 p53-A138V BP100-luciferase reporter, luminescence, 24 h. Potency, µM (series often up to 92.2 µM), inactives show top-dose activity change, positive = activation, most hits filed as activators. 0.063% of 320,000 active. AID 504706; further: potency means the concentration at half of the fitted maximal effect; % of control where 0% means no effect; nearly all actives have a fitted effect of over 45% in size
#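 p53-null H1299 cells stably carrying temperature-sensitive p53-A138V and a BP100-luciferase reporter were pinned with compounds (4-point, 1:5 series) and held 24 hrs at 37 deg C. Luminescence was read 10 min after detection reagent.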
# BRCA1 expr act – increases BRCA1 expression; MCF7-BRCA1-FFLuc reporter, luminescence, 48 h; response scale: scaled: vehicle 0%, 10 µM genistein 100%; Potency, µM (doses to about 46.1 µM), for the others: at the top dose activation, most hits filed as activators; 1.1% of 380,000 active; further: potency means the concentration at half of the fitted maximal effect; nearly all actives have a fitted effect of over 80% in size; some results filed as inactive show a strong effect at the top dose
#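 Luminescence from a BRCA1-driven firefly luciferase in MCF7 cells was read after 48 h compound exposure at 37 C. Data normalized against DMSO and a 10microM genistein activation control, then curve-fitted across the titration.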
# A-T KAP1 phos – potential ataxia-telangiectasia treatment. […] A-T fibroblasts, KAP-1 phosphorylation AlphaLISA; neocarzinostatin DNA damage 30 min before lysis. Potency, µM (series often up to 57.5 µM), for inactives: at the highest dose activation, usual class: activators. 0.19% of 320,000 active; further: potency means the concentration at half of the fitted maximal effect; % of control where 0% means no effect; nearly all actives have a fitted effect of over 45% in size
#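 hTERT-immortalized A-T patient fibroblasts ([…]), 500 cells/well in OPTI-MEM, 1% FBS, got compounds for 60 min, then NCS for 30 min at 37C. Lysates were then assayed for phospho-KAP-1 by AlphaLISA (anti-pKAP1 donor, anti-KAP1 acceptor beads), 6 hr at 25C.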
# Integrin act MD – activates integrin-mediated alleviation for muscular dystrophy; alpha7betagal myoblasts, beta-gal FDG fluorescence, 48 h; 0.064% of 350,000 active; Potency, µM (highest dose often 38.3 µM), for the others: top-dose activation, hits mostly activators;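 further: potency means the concentration at half of the fitted maximal effect; 100% = response of the positive control SU9516; nearly all actives have a fitted effect of over 60% in size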
#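 alpha7betagal+/- myoblasts (passage 13, 250/well) treated 48 h at 37C with compounds at 1:260 dilution of DMSO stock. Lysed, then beta-galactosidase activity read as FDG fluorescence (ex 480/em 540) after 30 min, with pre-read for autofluorescence.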
# ELG1 repair inh – ELG1-dependent DNA repair inhibition | HEK293T ELG1-luciferase reporter, luminescence, 16 h; DNA damage induced by 5-fluorouridine | Potency, µM (series often up to 46.1 µM), for the others: at the top dose activity change, negative = inhibition, hits mostly inhibitors | 2.3% of 330,000 active; further: potency means the concentration at half of the fitted maximal effect; on the % scale 0 is the no-effect control and ±100 the full control effect; nearly all actives have a fitted effect of over 55% in size
#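 Reporter activity after DNA damage by 5-fluorouridine is monitored. Compound-treated cells incubate 16 hr at 37 °C, then ONE-Glo is added for 30 min before luminescence reading.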
# PTAP TSG101 blk – blocks PTAP/TSG101 interaction to inhibit HIV-1 budding. 340,000 tested, under 10 active. Fluorescence polarization, FITC-PTAP peptide / Tsg101 binding. Potency, µM (highest dose often 115 µM), without a hit: at the top dose activity change, negative = inhibition, hits mostly inhibitors; active means well fitted inhibition curve with a large enough effect in the main read-out, with a control signal flat, not every such curve was filed as active; inconclusive means small, poorly fitted or top-dose-only effect, or effect the other way, or a change in a side signal; inactive means no such curve, though single readings can be large or run the other way; further: potency means the concentration at half of the fitted maximal effect; % of control where 0% means no effect
#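 FP read-out: FITC-PTAP peptide, 50 nM final, binding Tsg101 binding domain, 10 uM final; 20 min, r.t.; 10 mM HEPES pH 7.5, 0.15 M NaCl, 0.01% Tween 20, 3 mM EDTA, 0.1 mM TCEP.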
# MLL CXXC-DNA inh – MLL CXXC-DNA interaction inhibition; Q03164; MLL-CXXC / FITC-HOXA9 DNA fluorescence polarization; Potency, µM (titrated, usually from 115 µM), without a hit: at the highest dose activity change, negative = inhibition, usual class: inhibitors; 0.037% of 290,000 active; active means well fitted inhibition curve with a large enough effect in the polarisation, with a control signal flat, not every such curve was filed as active; inconclusive means small, poorly fitted or top-dose-only effect, or effect the other way, or a change in a side signal; inactive means no such curve, though single readings can be large or run the other way; the % refers to the polarisation; further: potency means the concentration at half of the fitted maximal effect
# Target sequence (Q03164 whole entry, looked up): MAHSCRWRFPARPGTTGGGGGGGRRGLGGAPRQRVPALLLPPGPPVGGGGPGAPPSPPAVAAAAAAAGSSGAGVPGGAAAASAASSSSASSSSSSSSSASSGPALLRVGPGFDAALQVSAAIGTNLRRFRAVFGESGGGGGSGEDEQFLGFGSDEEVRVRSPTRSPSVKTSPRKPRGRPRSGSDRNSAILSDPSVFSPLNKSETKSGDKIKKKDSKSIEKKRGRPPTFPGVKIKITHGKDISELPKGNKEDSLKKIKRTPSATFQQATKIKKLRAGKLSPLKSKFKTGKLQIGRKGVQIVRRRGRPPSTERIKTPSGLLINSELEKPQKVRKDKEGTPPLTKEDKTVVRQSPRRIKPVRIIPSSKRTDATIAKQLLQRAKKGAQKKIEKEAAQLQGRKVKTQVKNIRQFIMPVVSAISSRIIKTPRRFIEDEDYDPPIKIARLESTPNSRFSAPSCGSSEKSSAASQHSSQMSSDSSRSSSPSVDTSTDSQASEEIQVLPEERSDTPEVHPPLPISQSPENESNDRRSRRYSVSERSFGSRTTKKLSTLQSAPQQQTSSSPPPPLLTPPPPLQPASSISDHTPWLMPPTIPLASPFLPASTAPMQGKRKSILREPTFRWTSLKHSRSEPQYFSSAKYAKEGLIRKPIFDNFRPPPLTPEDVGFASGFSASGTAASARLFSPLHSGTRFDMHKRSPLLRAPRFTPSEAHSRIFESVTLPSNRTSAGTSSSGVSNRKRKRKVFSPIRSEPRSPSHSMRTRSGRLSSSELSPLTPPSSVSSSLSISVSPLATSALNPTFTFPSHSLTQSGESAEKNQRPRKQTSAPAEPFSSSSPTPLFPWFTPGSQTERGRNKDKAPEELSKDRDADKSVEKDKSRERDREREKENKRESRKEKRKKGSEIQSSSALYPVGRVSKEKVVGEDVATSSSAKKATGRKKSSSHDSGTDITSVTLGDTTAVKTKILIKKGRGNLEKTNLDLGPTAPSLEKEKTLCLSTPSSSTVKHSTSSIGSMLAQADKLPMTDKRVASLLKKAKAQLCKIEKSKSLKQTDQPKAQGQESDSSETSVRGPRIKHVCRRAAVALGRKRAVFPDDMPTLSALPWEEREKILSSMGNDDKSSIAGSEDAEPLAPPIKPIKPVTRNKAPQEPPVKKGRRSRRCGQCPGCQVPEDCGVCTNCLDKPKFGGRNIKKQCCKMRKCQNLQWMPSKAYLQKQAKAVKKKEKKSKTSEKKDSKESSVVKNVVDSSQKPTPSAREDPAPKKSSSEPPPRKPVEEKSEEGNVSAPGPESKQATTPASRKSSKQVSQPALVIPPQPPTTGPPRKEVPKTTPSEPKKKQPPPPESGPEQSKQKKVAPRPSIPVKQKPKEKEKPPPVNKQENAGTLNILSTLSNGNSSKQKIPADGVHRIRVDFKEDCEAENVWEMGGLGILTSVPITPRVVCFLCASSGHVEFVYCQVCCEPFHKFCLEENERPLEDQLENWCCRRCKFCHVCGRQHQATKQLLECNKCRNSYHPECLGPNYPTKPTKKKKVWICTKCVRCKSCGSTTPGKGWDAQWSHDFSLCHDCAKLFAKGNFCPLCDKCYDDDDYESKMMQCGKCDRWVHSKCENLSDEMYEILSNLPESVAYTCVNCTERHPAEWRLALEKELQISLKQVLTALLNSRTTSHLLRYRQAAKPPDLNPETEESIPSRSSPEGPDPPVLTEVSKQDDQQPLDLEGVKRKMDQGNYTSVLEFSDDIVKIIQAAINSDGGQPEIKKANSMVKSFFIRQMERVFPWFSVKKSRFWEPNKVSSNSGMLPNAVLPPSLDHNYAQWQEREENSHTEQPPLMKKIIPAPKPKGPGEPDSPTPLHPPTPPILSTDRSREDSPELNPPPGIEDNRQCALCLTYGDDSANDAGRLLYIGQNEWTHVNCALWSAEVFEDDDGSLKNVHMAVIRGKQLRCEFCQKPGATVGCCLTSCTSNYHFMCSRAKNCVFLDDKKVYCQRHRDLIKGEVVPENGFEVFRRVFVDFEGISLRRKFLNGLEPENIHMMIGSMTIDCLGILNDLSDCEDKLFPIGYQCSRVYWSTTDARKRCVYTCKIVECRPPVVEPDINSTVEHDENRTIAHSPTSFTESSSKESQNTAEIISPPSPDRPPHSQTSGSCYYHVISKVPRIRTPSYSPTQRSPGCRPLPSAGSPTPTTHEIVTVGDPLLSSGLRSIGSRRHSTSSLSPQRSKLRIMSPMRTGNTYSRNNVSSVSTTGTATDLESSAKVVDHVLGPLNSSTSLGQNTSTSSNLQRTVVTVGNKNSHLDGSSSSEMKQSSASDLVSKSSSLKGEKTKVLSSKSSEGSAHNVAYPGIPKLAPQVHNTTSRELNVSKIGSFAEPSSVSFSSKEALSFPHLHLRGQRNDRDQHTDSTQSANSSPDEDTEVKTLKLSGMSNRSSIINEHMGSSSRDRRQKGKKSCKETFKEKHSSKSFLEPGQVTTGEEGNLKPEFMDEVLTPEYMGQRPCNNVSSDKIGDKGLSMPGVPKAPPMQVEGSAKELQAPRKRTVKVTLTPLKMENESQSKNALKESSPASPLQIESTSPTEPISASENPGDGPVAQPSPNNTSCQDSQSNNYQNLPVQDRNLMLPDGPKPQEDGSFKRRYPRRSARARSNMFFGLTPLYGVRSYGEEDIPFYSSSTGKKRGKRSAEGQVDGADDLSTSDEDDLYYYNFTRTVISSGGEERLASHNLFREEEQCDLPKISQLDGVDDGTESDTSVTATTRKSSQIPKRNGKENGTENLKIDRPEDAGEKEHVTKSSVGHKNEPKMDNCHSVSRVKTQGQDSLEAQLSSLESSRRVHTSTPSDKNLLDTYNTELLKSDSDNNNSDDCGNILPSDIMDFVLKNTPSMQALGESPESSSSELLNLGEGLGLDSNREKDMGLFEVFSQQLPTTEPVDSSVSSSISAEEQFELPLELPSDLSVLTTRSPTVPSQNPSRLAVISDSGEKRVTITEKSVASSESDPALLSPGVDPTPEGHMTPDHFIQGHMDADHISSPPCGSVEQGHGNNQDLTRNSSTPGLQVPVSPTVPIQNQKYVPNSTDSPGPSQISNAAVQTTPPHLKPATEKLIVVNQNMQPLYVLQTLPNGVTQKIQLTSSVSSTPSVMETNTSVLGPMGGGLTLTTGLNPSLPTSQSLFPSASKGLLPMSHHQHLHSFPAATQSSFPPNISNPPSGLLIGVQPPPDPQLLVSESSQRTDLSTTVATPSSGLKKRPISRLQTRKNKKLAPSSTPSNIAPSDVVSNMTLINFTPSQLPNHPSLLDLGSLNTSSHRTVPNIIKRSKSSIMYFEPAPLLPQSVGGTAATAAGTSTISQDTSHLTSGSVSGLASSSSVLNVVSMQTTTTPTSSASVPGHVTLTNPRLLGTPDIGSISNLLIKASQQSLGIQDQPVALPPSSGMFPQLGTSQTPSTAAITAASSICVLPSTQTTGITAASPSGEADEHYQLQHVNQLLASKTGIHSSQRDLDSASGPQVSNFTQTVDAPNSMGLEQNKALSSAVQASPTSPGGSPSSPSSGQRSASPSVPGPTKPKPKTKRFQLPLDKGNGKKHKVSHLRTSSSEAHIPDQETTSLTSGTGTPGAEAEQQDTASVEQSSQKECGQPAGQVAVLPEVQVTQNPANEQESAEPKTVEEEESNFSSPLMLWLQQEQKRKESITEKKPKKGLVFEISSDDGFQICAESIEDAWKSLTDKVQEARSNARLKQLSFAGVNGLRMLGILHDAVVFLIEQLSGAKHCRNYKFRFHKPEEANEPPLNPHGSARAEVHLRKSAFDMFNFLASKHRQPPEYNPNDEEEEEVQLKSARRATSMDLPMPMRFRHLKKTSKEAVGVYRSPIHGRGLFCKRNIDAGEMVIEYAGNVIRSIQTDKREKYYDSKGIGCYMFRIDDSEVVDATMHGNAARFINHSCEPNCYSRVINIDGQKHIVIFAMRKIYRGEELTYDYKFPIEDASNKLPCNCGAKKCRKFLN
#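 Steps: dispense CXXC domain solution (7 uM) → pin compounds or unlabeled HOX-A9 DNA control → 5 min ambient → add FLSN-HOX-A9 solution (50 nM) → spin → 30 min ambient → fluorescence polarization. Tris pH 7.5/NaCl/DTT/BSA buffer.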
# Active calls of the source: *; ? = inconclusive; . = no result given; [ ] = remark or other dose. Unless noted, the call rests on the fitted dose curve; in most records, active means well fitted curve in the direction sought with a large enough effect; inconclusive means small, poorly fitted or top-dose-only effect, or another doubt; inactive means no such curve, though single readings can be large; an effect the other way counts as inactive or inconclusive. Rows are unselected. About 3.8% of those tested had a hit in this group.
SMILES,TCR activator,TRPV1 ag,B2AR arrestin,p53 reactivation,BRCA1 expr act,A-T KAP1 phos,Integrin act MD,ELG1 repair inh,PTAP TSG101 blk,MLL CXXC-DNA inh
Cc1nc(SCC(=O)Nc2ccccc2)c2oc3ccccc3c2n1,4%,1,-1.1%,-11%,-40%,12%,10%,4%,0%,18%
Nc1ccc2c(c1)C(=NO)c1ccccc1-2,-5%,.,.,.,?,.,27%,.,0%,.
COc1ccc(C(=O)N/C(=C\c2cccs2)C(=O)N2CCN(C)CC2)cc1OC,3%,-1,-0.7%,1%,0%,3%,2%,14%,-9%,38%[activator]
CC1(C)CC2(CC(c3cccs3)c3cc(Cl)c(O)cc3O2)NC(=S)N1 (stereo not given),6%,-4,-0.2%,-4%,-35%,-3%,-6%,-14%,-3%,-1%
O=[N+]([O-])c1ccc(C2=NCCO2)cc1,3%,-8,-0.2%,4%,71%,2%,1%,17%,1%,-4%
C=CCn1c(C)cc(C(=O)CSc2ccc(NC(C)=O)cc2)c1C,1%,27,0.4%,-10%,?,-10%,-12%,?,1%,8%
CN1C(=S)N(c2ccccc2)C(=O)/C1=C/c1ccco1,?,12,2.5%,8%,-10%,-5%,21%,7%,0%,5%
Cn1c(=O)c(/C=C/c2ccc(F)cc2)nc2ccccc21,1%,22,12%,8%,-73%,15%,-9%,?,-12%,23%
COC(=O)c1sc(NC(=O)CSc2nnnn2-c2cccc(OC)c2)nc1C,1%[46.1 µM],0,-1.1%,-4%,-18%,.,?,11%,-1%,5%
Cc1ccc(-c2nnc(CSc3nc(C)nc4sc(C)c(C)c34)o2)cc1,5%,-1,-0.6%,-10%,8%,7%,4%,6%,0%,8%
COc1ccc2oc(C(=O)N(C)CCOc3ccccc3)c(C)c2c1,-1%,21,0.5%,3%,11µM*,3%,-8%,?,0%,0%
CCOC(=O)c1cnn(CCOC(=O)c2ccc(OC)cc2)c1NC(=O)c1ccc(OC)cc1,0%[46.1 µM],1,-0.4%,0%,-10%,1%,4%,-28%,0%,10%
O=C(CC1=NC2(CCCC2)Cc2ccccc21)N1CCOCC1,0%,?,-0.7%,?,-15%,29%,8%,1%,-3%,1%
O=C(c1ccc(Oc2ccc([N+](=O)[O-])cc2)cc1)N1CCCCCC1,-3%,3,-1.1%,.,-16%,13%,-24%,?,-1%,-2%
C=CCN=C(NC#N)SCC(=O)NC(C)(C)C,8%,19,-0.4%,9%,-9%,1%,3%,9%,-2%,-5%
Nn1c(SCc2cccc(C(F)(F)F)c2)nnc1-c1ccco1,-1%,21,0.0%,-4%,12%,-2%,7%,0%,-3%,1%
CSc1ccccc1NC(=O)CN(c1ccccc1)S(=O)(=O)N(C)C,5%,24,0.0%,-8%,-1%,-5%,11%,10%,-1%,0%
CC(C)(C)OCC(O)CN1CCN(C(=O)c2ccccc2)CC1 (stereo not given),0%,2,-0.1%,1%,15%,3%,22%,2%,1%,-3%
Cc1ccc(-n2nc3ccc(N)cc3n2)cc1C,.,-1,0.4%,.,41%,26%,-2%,?,3%,-3%
C#CCN1C=CC(=O)[C@@H](OC(=O)Nc2ccc(Cl)cc2)[C@H]1c1ccccc1Br,-6%,.,.,.,-9%,.,2%,.,-3%,.
CCOC(=O)C1=NNC(C(=O)c2ccc(C)cc2)C1c1ccc(C)cc1 (stereo not given),2%[46.1 µM],17,3.2%,2%,-33%,-1%,8%,12%,5%,-2%
COc1cc(C)c(Cl)cc1S(=O)(=O)n1ccnc1,3%,2,-0.3%,5%,-10%,-2%,6%,2%,-9%,-1%
CCOC(=O)C1CCN(C(=O)CC(C)c2ccccc2)CC1 (stereo not given),.,21,.,.,44%,.,-17%,.,0%,1%
Cc1cc(=O)oc2c1c(C)nn2-c1ccc(Cl)cc1,3%,0,-0.4%,0%,-53%,1%,17%,1%,1%,-5%
Nc1c(NCCN2CCCCC2)c2ccccc2oc1=O,-1%,-3,-0.1%,4%,-21%,4%,0%,3%,-8%,-2%
COc1cc2c(cc1OC)C(c1cc(Br)ccc1F)N(C(=O)CCl)CC2 (stereo not given),-3%,6,-0.3%,-15%,-87%[inhibitor],20%,-58%[inhibitor],-3%,-8%,-7%
COCCNC(=S)N(CCc1c(C)[nH]c2ccc(F)cc12)Cc1ccc(C)cc1,4%,6,-1.0%,1%,-51%,20%,-19%,?,-1%,14%
O=C(OC1CCOC1=O)c1ccc(NS(=O)(=O)c2cccs2)cc1 (stereo not given),1%,-9,-1.2%,2%,19%,3%,-10%,-12%,-2%,-2%
CC(CCc1ccccn1)C(=O)C(C)CCc1ccccn1 (stereo not given),-4%,.,.,.,-6%,.,-16%,.,-2%,.
Cc1c(Nc2nc(-c3ccccc3)cs2)c(=O)n(-c2ccccc2)n1C,1%[46.1 µM],-1,-0.8%,-4%,29%,-4%,14%,?,-1%,18%
Cc1nnc(SCC2=C(C(=O)O)N3C(=O)C(NC(=O)Cn4nc(C(F)F)cc4C)C3SC2)s1 (stereo not given),-21%,1,0.1%,4%,-4%,-3%,-18%,12%,0%,0%
CCOC(=O)c1c(C)[nH]c(C(=O)COC(=O)/C=C/c2ccc(O)c(OC)c2)c1C,12%[46.1 µM],25,0.0%,-19%,-14%,11%,-4%,-8%,-1%,-11%
O=C(c1cc2cc(Cl)ccc2o1)N1CCCCCC1,-50%,?,-0.2%,18%,?,0%,14%,?,0%,.
S=C(NCCc1ccccn1)Nc1cc(Cl)cc(Cl)c1,3%,-4,-0.1%,-1%,5%,0%,-54%[inhibitor],?,0%,2%
COC(=O)Cn1c2ccccc2c2nc(=O)cc(C)n21,0%,0,-0.4%,1%,-6%,3%,-24%,17%,0%,8%
C=C(C)CN(CC)C(=O)CC1C(=O)NCCN1CC(C)(C)C (stereo not given),0%,0,2.8%,-6%,13%,-11%,-30%,23%,-5%,-9%
Cc1[nH]c2ccc(C(=O)OCC(=O)Nc3cccc(S(N)(=O)=O)c3)cc2c1C,.,0,-4.1%,9%,12%,-2%,13%,?,-1%,.
Cc1nn(CC(O)CN2c3ccccc3Sc3ccccc32)c(C)c1Br (stereo not given),8%,-3,0.1%,-12%,-49%,.,-8%,-18%,-2%,11%
COc1ccc(N2C(=O)CC(N3CCN(c4ccc(S(=O)(=O)N5CCCC5)cc4)CC3)C2=O)cc1 (stereo not given),-6%,0,-0.1%,10%,6%,-3%,-11%,-7%,-4%,-5%
Cn1c(=O)c(=O)n(C)c2cc(S(=O)(=O)N3CC(=O)N(CCc4ccccc4)C(=O)C3)ccc21,8%,0,-0.7%,-2%,-2%,3%,29%,14%,-10%,-2%
O=C(COC(=O)/C=C/c1ccc(C(F)(F)F)cc1)NCC1CCCCC1,-2%,2,-0.1%,0%,-9%,3%,-22%,17%,-3%,.
O=C(Nc1ccc(O)cc1)c1cc2ccccc2c(=O)s1,7%,?,0.3%,-1%,-3%,-4%,21%,?,-1%,21%
CCOc1ccc(C(=O)/C=C/Nc2ccc(S(=O)(=O)Nc3cc(C)nc(C)n3)cc2)cc1,1%,-1,0.1%,?,?,-1%,-17%,?,0%,-2%
CCC(=O)c1ccc(OCC(=O)OC(C)C(=O)NCc2ccc3c(c2)OCO3)cc1 (stereo not given),-5%,4,-0.1%,-4%,-10%,1%,15%,12%,-6%,.
CC(O)c1ccc2c(c1)OCCOCCN(C)CCOCCO2 (stereo not given),-2%,-1,0.1%,-4%,-16%,6%,6%,-1%,-9%,14%

# Structural class, the compounds so far containing a nitro group on carbon.
SMILES,TCR activator,TRPV1 ag,B2AR arrestin,p53 reactivation,BRCA1 expr act,A-T KAP1 phos,Integrin act MD,ELG1 repair inh,PTAP TSG101 blk,MLL CXXC-DNA inh
O=[N+]([O-])c1ccc(C2=NCCO2)cc1,3%,-8,-0.2%,4%,71%,2%,1%,17%,1%,-4%
O=C(c1ccc(Oc2ccc([N+](=O)[O-])cc2)cc1)N1CCCCCC1,-3%,3,-1.1%,.,-16%,13%,-24%,?,-1%,-2%

# (further entries)
SMILES,TCR activator,TRPV1 ag,B2AR arrestin,p53 reactivation,BRCA1 expr act,A-T KAP1 phos,Integrin act MD,ELG1 repair inh,PTAP TSG101 blk,MLL CXXC-DNA inh
Cc1ccnc(NS(=O)(=O)c2ccc(NC(=O)C3CCCO3)cc2)n1 (stereo not given),4%,-2,-0.2%,-4%,8%,4%,10%,-11%,-1%,7%
O=C(N=Nc1c(O)[nH]c2ccc([N+](=O)[O-])cc12)c1cc(-c2ccccc2Cl)nc2ccccc12,-4%[46.1 µM],-1,0.0%,-3%,-18%,-3%,-7%,8%,-10%,-4%
COCCN(Cc1ccccc1)C(=O)c1cccc(S(=O)(=O)N(C)c2c(C)n(C)n(-c3ccccc3)c2=O)c1,4%,8,0.0%,-2%,5%,-2%,-11%,0%,0%,.
N#Cc1ccccc1NC(=O)CSc1n[nH]c(=O)n1C1CC1,-6%,.,6.6%,4%,-18%,1%,10%,0%,-11%,.
O=c1[nH]c2ccc([N+](=O)[O-])cc2[nH]1,2%,.,.,.,-5%,.,2%,.,-5%,.

# From PubChem
